Screens: PubChem, National Center for Advancing Translational Sciences (NCATS)
ERK AVP block: inhibitors of vasopressin-stimulated ERK signaling pathway; HEK293-V1b, vasopressin-stimulated pERK AlphaScreen; AID 995; Potency, µM (series often up to 57.5 µM), for the others: at the top dose activity, negative = inhibition, most hits filed as inhibitors; actives 0.99% (n = 72,000); further: potency means the concentration at half of the fitted maximal effect; on the % scale 0 is the no-effect control and ±100 the full control effect; nearly all actives have a fitted effect of over 55% in size
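HEK293 cells stably expressing V1b receptor, seeded overnight in 1% FBS, were treated with compounds for 30 min at 37C, then stimulated 5 min with 25 nM vasopressin; phospho-ERK read by AlphaScreen SureFire after lysis.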
A350 autofl: compounds fluorescent in Alexa 350 spectral region; max dye-equivalent concentration, M; Compound autofluorescence, 340/450 nm, Alexa 350 dye-equivalents; stronger effect = higher value; actives 11% (n = 59,000); in the data active means max dye-equivalent concentration above about 10 nM; inconclusive means mostly about 1.1 nM to 9.6 nM
Fluorescein fluor: compound fluoresces in the fluorescein spectral region; actives 0.91% (n = 59,000); max fluorescein-equivalent concentration, M; Compound autofluorescence, 480/540 nm, fluorescein-equivalent; stronger effect = higher value; in the data active means max fluorescein-equivalent concentration above about 10 nM; inconclusive means between about 1.1 nM and that limit
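Tris 100 mM pH 8.0; 15 min RT; CCD read, ex 480/em 540 nm. Output: fluorescein-equivalent concentration per compound concentration, from six-point dye series on each plate.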
Luciferase inh: firefly luciferase inhibition; P08659; purified firefly luciferase, luminescence, 8 min; Potency, µM (top dose mostly 57.1 µM), inactives show top-dose activity change, negative = inhibition, most hits filed as inhibitors; actives 2.2% (n = 72,000); further: potency means the concentration at half of the fitted maximal effect; on the % scale 0 is the no-effect control and ±100 the full control effect; nearly all actives have a fitted effect of over 40% in size
Target sequence (P08659 whole entry, looked up): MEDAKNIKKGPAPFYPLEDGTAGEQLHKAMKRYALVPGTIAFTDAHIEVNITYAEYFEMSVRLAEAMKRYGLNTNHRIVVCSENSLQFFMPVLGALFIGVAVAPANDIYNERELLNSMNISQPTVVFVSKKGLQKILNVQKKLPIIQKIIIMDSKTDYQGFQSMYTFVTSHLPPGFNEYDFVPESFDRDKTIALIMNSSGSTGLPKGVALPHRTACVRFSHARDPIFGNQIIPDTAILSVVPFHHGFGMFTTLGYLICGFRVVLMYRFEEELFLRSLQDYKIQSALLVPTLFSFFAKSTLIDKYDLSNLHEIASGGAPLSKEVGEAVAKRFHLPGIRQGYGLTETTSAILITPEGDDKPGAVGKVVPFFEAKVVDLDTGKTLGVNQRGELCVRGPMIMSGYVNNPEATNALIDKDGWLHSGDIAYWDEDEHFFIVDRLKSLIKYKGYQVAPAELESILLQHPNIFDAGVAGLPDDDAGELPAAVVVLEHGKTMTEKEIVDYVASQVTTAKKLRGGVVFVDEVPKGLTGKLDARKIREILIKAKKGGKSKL
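Here, luciferase activity is measured as luminescence following an 8 min room-temperature reaction at 10 uM ATP, pH 7.2. Every library sample is titrated.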
HBB splicing: alters splicing of the hemoglobin beta chain; Potency, µM (doses to about 46.1 µM), without a hit: top-dose activation, usual class: activators; HBB splicing reporter cell assay, activation; EGFP reporter with mutant IVS2-654 intron; response scale: normalised to 500 nM splice-correcting PNA; actives 0.06% (n = 65,000); AID 925; further: potency means the concentration at half of the fitted maximal effect; 0% is about no effect
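Compounds were applied for 2 days to HeLa EGFP-654 cells, 500/well in Optimem with 2% FCS. The reporter's EGFP is disrupted by mis-splicing of beta-globin intron IVS2-654. Readout: summed well GFP fluorescence from 488 nm laser scanning; reference was 500 nM antisense […] 654 PNA.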
Texas Red fluor: compound fluoresces in the Texas Red spectral region. AID 587. max dye-equivalent concentration, M. actives 0.06% (n = 59,000). Compound fluorescence, Texas Red channel, 547/618 nm; stronger effect = higher value; in the data active means max dye-equivalent concentration above about 10 nM; inconclusive means between about 1.1 nM and that limit
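Fluorescence at ex 547/em 618 nm, normalized against an on-plate Texas Red standard series to give dye-equivalent concentration per compound concentration. Buffer 100 mM Tris, pH 8.0; 15 min RT incubation before CCD imaging.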
4MU fluor: compound fluoresces in the 4-MU spectral region. compound autofluorescence, 340/450 nm, 4-MU equivalents; stronger effect = higher value. max dye-equivalent concentration, M. actives 11% (n = 59,000); in the data active means max dye-equivalent concentration above about 10 nM; inconclusive means mostly about 1.1 nM to 9.6 nM
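Compounds in 100 mM Tris, pH 8.0, incubated 15 min at room temperature, then fluorescence read at 340 nm excitation/450 nm emission. Signal converted to 4-MU dye-equivalent concentration using an on-plate six-point 4-MU standard curve.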
UbGFP stabilizer: ubiquitin-GFP accumulation via proteasome inhibition | 67,000 tested, under 10 active | Ubiquitin-GFP reporter cells, proteasome inhibition, GFP fluorescence; response scale: untreated = 0%, 10 µM MG-132 = 100% | Potency, µM (doses to about 45.9 µM), for inactives: top-dose activation (GFP accumulation), most hits filed as activators | AID 526; active means well fitted activation curve with a large enough effect, not every such curve was filed as active; inconclusive means small, poorly fitted or top-dose-only effect, or another doubt; inactive means no such curve, though single readings can be large or run the other way; further: potency means the concentration at half of the fitted maximal effect
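GFP accumulation read-out: laser plate cytometry counting ubiquitin(G76V)-GFP-expressing U2OS cells after 4 hr compound exposure at 37 °C. Titrations spanned 46 uM to 2.9 nM; 0% = basal, 100% = 10 uM MG-132; concentration-response curves fitted.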
CRE Fsk mod: alters forskolin-stimulated CRE reporter signaling in CHO cells; actives 2.5% (n = 71,000); CHO CRE-bla reporter (cAMP response element driving beta-lactamase), forskolin EC10, beta-lactamase ratio; Potency, µM (titrated, usually from 38.2 µM), inactives show at the highest dose activity change, negative = inhibition, usual class: activators; active means well fitted activation curve with a large enough effect in the signal ratio, with a control signal flat, not every such curve was filed as active; inconclusive means small, poorly fitted or top-dose-only effect, or effect the other way, or a change in a side signal; the % refers to the signal ratio; further: potency means the concentration at half of the fitted maximal effect; % of control where 0% means no effect
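CRE-bla CHO reporter cells treated with compound titration plus EC10 NKH 477 (water-soluble forskolin), incubated 3 h at 37 °C; CCF4 loading 2 h at room temperature, 460/530 nm emission ratio read, AC50 values derived for positive or negative modulators.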
Epigenetic mod: epigenetic GFP locus derepression in mouse cells; AID 597; Potency, µM (titrated, usually from 46.1 µM), for inactives: top-dose GFP derepression (activation); mouse C127i GFP locus derepression, cytometry, 30 h; actives 0.09% (n = 68,000); further: % of control where 0% means no effect
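Derepression screen: silenced CMV-GFP reporter in murine C127i cells, 30 h compound incubation at 37 C, washed cells imaged by laser-scanning cytometer to enumerate GFP-expressing objects of 20 to 120 um.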
Hsp90 Hop PPI: changes Hsp90-Hop TPR2A binding signal, up or down. Potency, µM (doses to about 57 µM), for the others: top-dose activity change, negative = inhibition. AID 595. actives 0.44% (n = 71,000). AlphaScreen TPR2A-His6 binding biotin-Hsp90 C-terminal peptide; active means well fitted curve in either direction with a large enough effect; inconclusive means small, poorly fitted or top-dose-only effect, or another doubt; further: potency means the concentration at half of the fitted maximal effect; on the % scale 0 is the no-effect control and ±100 the full control effect; many of its hits are not listed in these tables
An asterisk follows results filed as active; i = inactive; ? = inconclusive; . = not tested or not shown; & = joins results of further samples; ! = not active in a repeat; [ ] = another dose, or the depositor's remark. Unless noted, the call rests on the fitted dose curve; in most records, active means well fitted curve in the direction sought with a large enough effect; inconclusive means small, poorly fitted or top-dose-only effect, or another doubt; inactive means no such curve, though single readings can be large; an effect the other way counts as inactive or inconclusive. A portion of the library; rates above refer to the full screens.

The line under a structure holds: ERK AVP block | A350 autofl | Fluorescein fluor | Luciferase inh | HBB splicing | Texas Red fluor | 4MU fluor | UbGFP stabilizer | CRE Fsk mod | Epigenetic mod | Hsp90 Hop PPI
> COc1ccc(C(=O)N(Cc2ccco2)Cc2cc3cc(C)ccc3[nH]c2=O)cc1OC
    -11% | 4e-08M* | i | -3% | -1.9%[57.5 µM] | i | 3.1e-08M* | 6% | 1% | 0% | -4%
> O=C(c1cnccn1)N1CCC2(CCCN(c3ccccc3)C2)CC1
    1% | i | ? | 1%[11.4 µM] | 0.7% | i | i | -10% | -3% | 0%[9.22 µM] | -7%
> CC/C(CC(C)(C)c1ccccc1)=N\O
    5% | . | . | 2% | -3.1% | . | . | -3% | 2% | 0% | -2%
> O=C(CSc1nnnn1Cc1ccccc1)NCCc1ccccc1
    -21% | i | ? | 0% | -0.9% | ? | i | -1% | -11% | -1% | 0%
> Cn1c(=O)c2ncn(CC(=O)Nc3cc(C(F)(F)F)ccc3N3CCOCC3)c2n(C)c1=O
    -19% | i | i | 2% | -0.1% | i | i | 5% | ? | 0% | -5%
> CCC(=O)N1CCN(C(=O)c2ccccc2)CC1
    19% | i | ? | -1% | 0.2% | ? | i | 2% | -8% | 2% | -1%
> CCOC(=O)CN1C(=O)C(C)(C)Oc2ccc(C(=O)Nc3ccccc3OC)cc21
    -6% | i | i | 2% | 0.5% | i | i | 1% | ? | 1% | 7%
> COc1cccc(C2=CC(c3ccc(N(C)C)cc3)n3nnnc3N2)c1 (stereo unspecified)
    . | i | ? | -3%[25.5 µM] | . | i | i | . | . | -2%[20.6 µM] | .
> Cc1occc1C(=O)Nc1cccc2ccccc12
    3% | i | i | 25µM* | -0.7% | i | i | 10% | -13% | 2% | -4%
> Cc1cc2ncn(N)c2cc1C
    0% | ? | i | 2% | -4.0%[0.369 µM] | ? | i | . | 8% | 2% | 0%
> CS(=O)(=O)N1CCN(c2nc(-c3ccccc3)cs2)CC1
    -7% | . | . | -14% | 0.4%[9.22 µM] | . | . | 5% | -2% | -2% | -3%
> CCOC(=O)CSc1nc2ccc(NC(C)=O)cc2s1
    -11% | . | . | -1% | 3.8%[0.0738 µM] | . | . | -9%[9.17 µM] | ? | 0% | -2%[11 µM]
> CS(=O)(=O)N(CC(=O)N1CCC(C(N)=O)CC1)C1CCCCC1
    -4% | i | i | 2% | . | ? | i | 2% | -1% | 3% | -2%
> Cn1c(C(=O)Nc2ccc3c(c2)OCO3)cc2sccc21
    ? | i | i | 7.9µM* | 0.1% | i | i | 1% | ? | -3% | -16%
> CN(C)C(=O)COc1ccc2ccc(=O)oc2c1
    -8% | . | . | -1% | 1.9% | . | . | -16% | -1% | 13% | 1%
> Cc1nc2ccccn2c1-c1csc(NCc2ccco2)n1
    ? | i | i | 0% | -1.0% | i | i | 11% | 15% | 2% | -7%
> Cc1ccc2c(c1)CCCN2C(=O)c1cccs1
    -23% | i | i | -1% | -0.1% | i | i | -1% | 10% | 2% | -3%
> COc1cc(OC)c(OC)cc1CNCCNC(=O)c1nonc1N
    -9% | i | i | 3% | 0.2% | i | i | 0% | ? | -3% | -2%
> COc1ccc(NC(=O)CSc2nc3sc(C)c(C)c3c(=O)n2Cc2ccco2)cc1
    8% | i | i | 4% | -0.1%[0.369 µM] | ? | i | . | 1% | -2% | 0%
> O=C(/C=N/O)NCc1cccnc1
    2% | i | i | 2% | . | i | i | -3% | -5% | 0% | -2%
> Cc1ccc2cc(CN(CCCN3CCOCC3)C(=O)NC3CCCCC3)c(=O)[nH]c2c1C
    14%[11.5 µM] | i | i | 1% | . | i | i | 3% | 10% | -1% | -2%
> CCCCCCn1c(CN2CCC(C)CC2)nc2c1c(=O)n(C)c(=O)n2C
    9% | i | ? | 2% | 0.2% | i | i | -12% | 1% | 0% | 6%
> COc1ccc(-c2cnc(N)nc2-c2ccc(OC)cc2O)cc1
    ? | i | ? | 0% | 0.1%[57.5 µM] | i | i | 3% | -28% | 0% | -15%
> CC(O)CNC(=O)C1CCN(Cc2ccc(OCc3ccccc3)cc2)CC1 (stereo unspecified)
    5% | i | ? | -24% | -2.4% | i | i | -4% | -7% | 1% | -7%
> Nc1nc2c(ncn2COC(CO)CO)c(=O)[nH]1
    -4%[25.7 µM] | i | ? | -2%[25.5 µM] | 1.7%[20.6 µM] | i | i | -1%[20.5 µM] | -1%[17.1 µM] | 0%[20.6 µM] | 0%[26 µM]
> CC(=O)NS(=O)(=O)c1ccc(N)cc1
    11% | 2.6e-08M*! | ? | 1%&-2%[25.5 µM] | 0.7% | ? | 2.3e-08M*! | -6%[20.5 µM] | -11% | 0%&2%[20.6 µM] | 2%
> COC(=O)c1ccc(NC(=O)CSc2nnc(Cc3cccn3C)n2-c2ccc(F)cc2)cc1
    0% | . | . | 1% | -0.8% | . | . | 3% | ? | . | -4%[2.3 µM]
> O=C(c1nnc(Cc2ccc(Cl)cc2)o1)N1CCOCC1
    12% | . | . | -1% | 0.3% | . | . | -6% | -2% | 0% | -2%
> Cn1c(Br)nc2c1c(=O)n(CC(O)COc1ccccc1)c(=O)n2C (stereo unspecified)
    -11% | i | ? | -3% | 4.4% | i | i | -5% | ? | -5% | -4%
> CN1CCCCCC1=NC1=C(C#N)CCCC1
    -4% | i | ? | 3% | -1.1% | i | i | 4% | -2% | 2% | 37%

Filtered by structure: the entries above containing two or more sulfur atoms.
The line under a structure holds: ERK AVP block | A350 autofl | Fluorescein fluor | Luciferase inh | HBB splicing | Texas Red fluor | 4MU fluor | UbGFP stabilizer | CRE Fsk mod | Epigenetic mod | Hsp90 Hop PPI
> CS(=O)(=O)N1CCN(c2nc(-c3ccccc3)cs2)CC1
    -7% | . | . | -14% | 0.4%[9.22 µM] | . | . | 5% | -2% | -2% | -3%
> CCOC(=O)CSc1nc2ccc(NC(C)=O)cc2s1
    -11% | . | . | -1% | 3.8%[0.0738 µM] | . | . | -9%[9.17 µM] | ? | 0% | -2%[11 µM]
> COc1ccc(NC(=O)CSc2nc3sc(C)c(C)c3c(=O)n2Cc2ccco2)cc1
    8% | i | i | 4% | -0.1%[0.369 µM] | ? | i | . | 1% | -2% | 0%

(more compounds)
The line under a structure holds: ERK AVP block | A350 autofl | Fluorescein fluor | Luciferase inh | HBB splicing | Texas Red fluor | 4MU fluor | UbGFP stabilizer | CRE Fsk mod | Epigenetic mod | Hsp90 Hop PPI
> CC1CN(C(=O)COC(=O)c2cccs2)CC(C)O1 (stereo unspecified)
    20% | i | i | -7% | -0.1%[57.5 µM] | i | i | -4% | ? | 3% | 1%
> O=C(C1CC1)N1CCc2cc(Br)cc(S(=O)(=O)N3CCN(c4ccccn4)CC3)c21
    -21% | i | i | 3% | 0.5% | i | i | -6% | 12% | -5% | 0%
> Cc1cccc(-n2c(SCCC(=O)O)nnc2-c2cccs2)c1C
    -15% | i | i | 0% | -0.6% | i | i | -1% | -5% | 2% | 1%
> COC(=O)c1cc(OC)c(OC)cc1NC(=O)CCc1ccc(C)o1
    ? | i | i | -1% | -0.1% | i | i | 1% | ? | -3% | -2%
> C=CCn1c(SCc2csc(C)n2)nc2scc(-c3ccc(C)o3)c2c1=O
    -15% | ? | ? | -12% | 0.0% | i | ? | 0% | -2% | 3% | -2%
> CCN(CC)C(=O)CN1CCC(n2c(C)nc3cc(C(F)(F)F)ccc32)CC1
    4% | i | ? | -1% | . | i | i | -1% | 2% | -1% | -3%
> CN1C(=O)c2ccc(N(C)C)cc2C1=O
    . | i | ? | -1%[25.5 µM] | . | i | i | . | . | 0%[20.6 µM] | .
> C[N+]1(C)CCc2cc(O)c(O)cc2[C@H]1Cc1ccc(O)c(O)c1
    -8%[11.5 µM] | i | i | -4%[11.4 µM] | 0.8%[9.22 µM] | i | i | -7%[9.17 µM] | 2%[7.6 µM] | -3%[9.22 µM] | -7%[11 µM]
> C=CCOc1ccc(C2/C(=C(\O)c3c(C)[nH]c(C(=O)OC)c3C)C(=O)C(=O)N2CCN(C)C)cc1 (stereo unspecified)
    -3% | i | i | 0% | -0.8%[57.5 µM] | i | i | 0% | 14% | 4% | -1%
> c1csc(CCNc2ncnc3sc4c(c23)CCC4)c1
    ? | . | . | 2% | -1.0% | . | . | -14% | -11% | . | -3%[2.3 µM]

Two entries drawn at random from those above:
The line under a structure holds: ERK AVP block | A350 autofl | Fluorescein fluor | Luciferase inh | HBB splicing | Texas Red fluor | 4MU fluor | UbGFP stabilizer | CRE Fsk mod | Epigenetic mod | Hsp90 Hop PPI
> C=CCn1c(SCc2csc(C)n2)nc2scc(-c3ccc(C)o3)c2c1=O
    -15% | ? | ? | -12% | 0.0% | i | ? | 0% | -2% | 3% | -2%
> CC1CN(C(=O)COC(=O)c2cccs2)CC(C)O1 (stereo unspecified)
    20% | i | i | -7% | -0.1%[57.5 µM] | i | i | -4% | ? | 3% | 1%
